# TMEM16A act: activates or potentiates the mouse TMEM16A chloride channel; actives 0.3% (n = 340,000); Q8BHY3; HEK293 TMEM16A/YFP-H148Q/I152L, iodide quench fluorescence; hits give low values; AID 623877; B-score at 10 µM;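 active means fluorescence-ratio B-score plate-corrected deviation score at least 3 library SD below zero, with starting fluorescence score within 5 deviations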;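 further: channel opened by trigger with iodide after compound preincubation; score built on the fluorescence ratio of max minus min over baseline; more negative score means more quench and so TMEM16A activation or potentiation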
# MrgX1 ag: agonists of human MrgX1 receptor | Q96LB2 | MrgX1-HEK293 cells, Fluo-4 calcium fluorescence, agonist mode; hits give high values | B-score at 10 µM | actives 0.44% (n = 310,000);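 active means calcium response B-score plate-corrected fluorescence ratio at least 3 library SD, with starting fluorescence B-score inside 5 SD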
# Target sequence (Q96LB2 whole entry, looked up): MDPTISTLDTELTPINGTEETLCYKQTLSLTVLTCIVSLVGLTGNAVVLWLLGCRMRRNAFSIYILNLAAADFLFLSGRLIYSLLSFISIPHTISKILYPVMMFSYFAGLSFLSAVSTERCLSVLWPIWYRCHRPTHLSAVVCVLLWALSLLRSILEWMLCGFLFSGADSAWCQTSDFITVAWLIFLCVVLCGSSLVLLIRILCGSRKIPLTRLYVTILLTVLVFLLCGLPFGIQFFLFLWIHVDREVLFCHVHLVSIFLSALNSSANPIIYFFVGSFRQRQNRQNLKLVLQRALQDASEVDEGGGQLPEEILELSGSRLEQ
#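 Material: MrgX1-expressing HEK293 cells / Dosing: compound as first of three additions / Incubation: overnight seeding, then 1 h dark dye loading / Signal: Fluo-4 NW calcium fluorescence / Evaluation: B-scored fluorescence response ratio / Benchmarks: positive and negative control wells on each plate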
# MrgX1 allo act: allosterically activates human MrgX1 receptor signaling | MrgX1-HEK293, Fluo-4 calcium flux, FDSS; hits give high values | actives 0.63% (n = 310,000) | B-score at 10 µM | Q96LB2;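 active means plate-corrected calcium response at least 3 library SD above typical, normal starting fluorescence, not activating the receptor alone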;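 further: compound read alongside a low EC10 to EC30 dose of BAM8-22 agonist; peak minus trough fluorescence over baseline measured at the second addition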
# SKKanGAS inh: SKKanGAS growth inhibition. actives 1.3% (n = 300,000). S. pyogenes SKKanGAS, kanamycin growth, BacTiter-Glo, 6 h. inhibition, % at 7.5 µM;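 active means mean replicate score, as percent of positive control median, at least 50; inconclusive means mean below 50 but one replicate at or above 50; inactive means mean and every replicate below 50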;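 further: strain carries kanamycin resistance gene driven by streptokinase promoter and grows in 40 µg/ml kanamycin; loss of luminescence reflects streptokinase promoter inhibition or plain growth inhibition; 0% = median of DMSO wells and 100% = positive control at its reference dose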
# HDAC3 inhib: inhibitors of human histone deacetylase 3; O15379; recombinant HDAC3, fluorogenic peptide/trypsin coupled, fluorescence; inhibition, % at 8.3 µM; actives 0.15% (n = 320,000); AID 2718; in the data active means inhibition above about 26%, passing the limit was not always enough; inconclusive means no clear call, values can overlap the other calls
# Target sequence (O15379 whole entry, looked up): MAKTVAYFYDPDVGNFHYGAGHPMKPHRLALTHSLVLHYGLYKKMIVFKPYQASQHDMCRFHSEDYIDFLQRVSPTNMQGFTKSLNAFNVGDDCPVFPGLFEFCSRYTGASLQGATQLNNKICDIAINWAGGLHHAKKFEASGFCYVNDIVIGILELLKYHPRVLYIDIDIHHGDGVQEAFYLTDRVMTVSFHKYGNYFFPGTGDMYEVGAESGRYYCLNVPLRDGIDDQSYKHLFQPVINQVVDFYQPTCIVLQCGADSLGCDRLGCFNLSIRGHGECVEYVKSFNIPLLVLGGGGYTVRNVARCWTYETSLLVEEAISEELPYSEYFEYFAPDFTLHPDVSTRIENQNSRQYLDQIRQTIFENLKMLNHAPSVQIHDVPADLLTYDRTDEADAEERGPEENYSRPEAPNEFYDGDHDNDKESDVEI
# MrgX1 antag: human MrgX1 receptor antagonism, primary screen. Q96LB2. MRGX1-HEK293 calcium flux, Fluo-4, BAM8-22 antagonism; hits give low values. B-score at 10 µM. actives 1.3% (n = 310,000). AID 588676;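 active means calcium-response B-score plate-corrected more than 3 library SD below zero, starting fluorescence within 5 deviations, no agonist response on first addition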;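 further: peak minus trough fluorescence over baseline after final BAM8-22 challenge near maximal dose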
# TRPC6 inhibitor: mouse TRPC6 channel inhibition. Q61143. HEK293-TRPC6, membrane potential dye, ACh-evoked depolarization; hits give low values. B-score at 10 µM. actives 1.1% (n = 310,000). AID 2553;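 active means B-score under library mean minus 3 SD, initial fluorescence not abnormally high, positive integrated signal ratio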;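 further: B-score derived from integrated fluorescence ratio over the kinetic read; more negative B-score means stronger inhibition of depolarization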
# ANO1 block: inhibitors of mouse TMEM16A calcium-activated chloride channel; AID 588511; HEK293 TMEM16A/YFP iodide influx fluorescence, ionomycin; actives 1.2% (n = 310,000); Q8BHY3; normalized B-score (activity score, 25-100; higher = stronger inhibition) at 10 µM;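 active means ratio plate-corrected score three or more library SD toward inhibition, starting fluorescence score within five deviations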;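 further: score derived from kinetic fluorescence span divided by baseline fluorescence per well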
# RGS4 inh: inhibitors of human RGS4. P49798. HEK293 M3R/RGS4 inducible, Fluo-4 calcium flux; hits give high values; triggered by carbachol at its EC20. B-score at 10 µM. actives 0.45% (n = 310,000);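 active means B-score, a plate-corrected calcium signal, over three deviations above library mean, with baseline fluorescence within five deviations of library mean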;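 further: RGS4 expression induced by doxycycline in cells with stable M3 receptor; B-score is computed from the integrated fluorescence ratio over baseline after carbachol; higher B-score means a larger calcium signal and so more RGS4 inhibition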
# Target sequence (P49798 whole entry, looked up): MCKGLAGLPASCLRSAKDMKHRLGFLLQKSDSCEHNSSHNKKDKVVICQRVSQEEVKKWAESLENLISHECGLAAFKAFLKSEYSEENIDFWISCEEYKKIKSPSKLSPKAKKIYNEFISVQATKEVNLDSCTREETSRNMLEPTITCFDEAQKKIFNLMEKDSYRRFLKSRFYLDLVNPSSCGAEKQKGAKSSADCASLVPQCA
# TRPC6 activator: mouse TRPC6 channel activation; Q61143; HEK293-TRPC6 membrane potential dye fluorescence; hits give high values; B-score at 10 µM; actives 0.13% (n = 310,000); AID 2550;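 active means B-score of the integrated fluorescence ratio above library mean plus 3 SD, and starting fluorescence ratio within library mean plus 5 SD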;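 further: higher score means more depolarization so channel activation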
# RGS4 act: RGS4 potentiation or activation | HEK293 M3R/inducible RGS4, carbachol calcium flux Fluo4; hits give low values | B-score at 10 µM | actives 0.92% (n = 310,000) | AID 463111;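 active means B-score of the integrated calcium signal more than 4 SD below the library mean, with starting fluorescence not abnormally high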;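 further: negative B-score means reduced calcium response which marks RGS4 activation or potentiation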
#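 Material: M3R-expressing HEK293 line, RGS4 induced by doxycycline | Schedule: Overnight RGS4 induction, 30 min dye load 37 °C, 20 min compound RT | Measured by: Fluo4 fluorescence kinetic imaging of calcium | Read-out: Integrated calcium ratio converted to B score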
# The depositor's hits bear a star; i = inactive; u = inconclusive; x = not tested or not shown.
SMILES,TMEM16A act,MrgX1 ag,MrgX1 allo act,SKKanGAS inh,HDAC3 inhib,MrgX1 antag,TRPC6 inhibitor,ANO1 block,RGS4 inh,TRPC6 activator,RGS4 act
CCNc1ccc(C(=O)OCC)cc1NC(=O)c1cc(S(=O)(=O)N2CCOCC2)ccc1C,i,i,i,1,-9,i,i,i,i,i,i
Cc1ccc2nc(-c3ccccn3)cc(C(=O)NC3CCN(C)CC3)c2c1,x,x,x,-2,x,x,i,x,i,i,i
C[N+]1(CC(=O)OCCCc2ccccc2)CCCCC1,i,i,i,2,-2,i,i,i,i,i,i
CC1(C)SC(=Nc2ccccc2)N(S(=O)(=O)c2ccccc2)C1=O,i,i,i,-16,5,i,i,i,i,i,i
Cc1ccc(Nc2nc(-c3sc(C)nc3C)cs2)cc1,i,i,i,1,14,i,i,i,i,i,i
O=C(COC(=O)c1cc([N+](=O)[O-])ccc1N1CCOCC1)c1ccc(Br)cc1,i,i,i,-7,-6,i,i,i,i,i,i
C=CCn1c(SCC(=O)NCC2CCCO2)nnc1-c1ccccc1 (stereo not drawn),i,i,i,1,-1,i,i,i,i,i,i
CCN(CC)CC(=O)Nc1ccc(-c2ccc(NC(=O)CN(CC)CC)c(OC)c2)cc1OC,i,i,i,9,2,i,i,i,i,i,i
Cc1ccc(C)c(N2CCN(S(=O)(=O)c3ccc4c(c3)CCC(=O)N4)CC2)c1,x,x,x,-1,x,x,i,x,i,i,i
CCCCNC(=O)c1onc(CSc2ccccc2F)c1C(=O)O,i,i,i,13,-8,i,i,i,i,i,i
CCc1nnc(NS(=O)(=O)c2ccc(N=Cc3c(C)[nH]n(-c4cccc(Cl)c4)c3=O)cc2)s1,i,i,i,6,10,i,i,i,i,i,i
CN1CCN(C(=S)NC(=O)/C=C/c2ccccc2)CC1,i,i,i,-4,4,i,i,i,i,i,i
COCCn1c(=NC(=O)c2ccc3c(c2)OCCO3)sc2cc(S(N)(=O)=O)ccc21,i,i,i,15,-6,i,i,i,i,i,i
O=C(CCS(=O)(=O)Cc1ccccc1)N1CCN(Cc2ccccc2)CC1,i,i,i,-17,0,i,i,i,i,i,i
Cc1cccc(OCCNC(=S)NC(=O)c2cncc(Br)c2)c1,i,i,i,-4,1,i,i,i,i,i,i
CCn1ncc(-c2ccnc3cc(C(=O)O)nn23)c1C,i,i,i,-6,-24,i,i,i,i,i,i
Cc1ccc(C2=NC3(CCCC3)NC2=S)cc1,i,i,i,-16,6,i,i,i,i,i,i
Cc1c(C)n(C)c2ccc(C(=O)NCCN3CCOCC3)cc12,i,i,i,-2,7,i,i,i,i,i,i
CC(=O)N1c2ccc(S(=O)(=O)N3CCC(C(=O)N4CCCCC4)CC3)cc2CC1C (stereo not drawn),i,i,i,-9,10,i,i,i,i,i,i
COC(=O)Nc1nnc(Cc2ccccc2)s1,i,i,i,0,3,i,i,i,i,i,i
Cn1c(-c2ccc(F)cc2)cc2onc(-c3ccccc3Cl)c2c1=O,i,i,i,x,0,i,x,i,x,x,x
O=C(Cc1ccccc1[N+](=O)[O-])NCc1ccco1,i,i,i,1,1,i,i,i,i,i,i
CC1(C)CC(N(Cc2ccco2)C(=O)Cc2ccccc2)CCO1 (stereo not drawn),i,i,i,-4,-8,i,i,i,i,i,i
O=C(c1sc(N2CCOCC2)nc1-c1ccccc1)N1CCCCC1,i,i,i,-2,-2,i,i,i,i,i,i
COc1c(C)cc(Br)cc1C(=O)Nc1cccc(-c2nc3ncccc3o2)c1,i,i,i,36,0,i,i,i,i,i,-8.3*
Cn1nc(C(=O)Nc2ccc3c(c2)OCO3)c2ccccc2c1=O,i,i,i,-1,x,i,i,i,i,i,i
CCOCCCN(C)C1CCN(C(=O)c2oc3ccccc3c2NC(=O)Cc2ccc([N+](=O)[O-])cc2)CC1,i,i,i,1,0,i,i,i,i,i,i
CC1CC(C)CN(S(=O)(=O)c2ccc3c(c2)CC(C)N3C(=O)C2CC2)C1 (stereo not drawn),i,i,i,-4,-5,i,i,i,i,i,i
COCCCn1c(=O)c2ccccc2n(CC(=O)N2CCCc3ccccc32)c1=O,i,i,i,1,-3,i,i,i,i,i,i
COc1ccc(NC(=O)CN(C)CC(=O)Nc2cccc(C(F)(F)F)c2)cc1,i,i,i,-10,2,i,i,i,i,i,i
CCOc1cc2[nH]c(=S)n(Cc3ccc(C(=O)NCCN(CC)CC)cc3)c(=O)c2cc1OCC,i,i,i,1,-1,i,i,i,i,i,i
CCn1nnnc1SCC(=O)Nc1cc(OC)cc(OC)c1,i,i,i,-1,3,i,i,i,i,i,i
Cc1[nH]c2ccccc2c1/C=C/c1nc2ccccc2c(=O)[nH]1,i,i,i,-1,5,i,i,i,i,i,i
CC(C)(C)NC(=O)C1CC1(c1ccccc1)c1ccccc1 (stereo not drawn),i,i,i,5,1,i,i,i,i,i,i
O=C(OCc1ccc(Br)cc1)c1cccc(-c2nnc(-c3ccccc3)o2)c1,i,i,i,7,3,i,i,i,i,i,i
COc1ccc(-n2nnnc2SCC(=O)NCc2ccco2)cc1OC,i,i,i,5,3,i,i,i,i,i,i
CCCC(C(=O)OCC)P(=O)(c1ccccc1)c1ccccc1 (stereo not drawn),i,i,i,6,-3,i,i,i,i,i,i
CC(=O)Nc1ccc(S(=O)(=O)N2CCCC2C(=O)O)cc1 (stereo not drawn),i,i,i,-5,-3,i,i,i,i,i,i
NC(=O)c1c(NC(=O)c2ccccc2)sc2c1CCCC2,i,i,i,-6,-20,i,i,i,i,i,i
CC1CCCCN1CC(=O)Nc1sccc1C#N (stereo not drawn),i,i,i,0,0,i,i,i,i,i,i
COc1cccc(-c2nc3ccccc3s2)c1O,i,i,i,0,2,i,i,i,i,i,i
CCCn1c(SCC(=O)c2ccc3c(c2)OCCO3)n[nH]c1=O,i,i,i,3,8,i,i,i,i,i,i
O=[N+]([O-])c1cccc2ccc(/C=C/c3ccc(C(F)(F)F)cc3)nc12,i,i,i,-13,3,i,i,i,i,i,i
Cc1cc(C(=O)N/N=C/c2ccc(OC(=O)c3ccccc3Br)cc2)n[nH]1,i,i,i,-2,-3,i,i,i,i,i,i
COc1ccc(/C=C(\NC(=O)c2ccccc2)C(=O)NCc2ccco2)cc1,i,i,i,1,-9,i,i,i,i,i,i
Cc1cc(NC(=O)/C=C/c2ccccc2Cl)no1,i,i,i,-5,2,i,i,i,i,i,i
O=C(Cn1[nH]c(=O)c2ccccc2c1=O)OCC(=O)N(Cc1ccccc1)Cc1ccccc1,i,i,i,10,x,i,i,100*,i,i,i
CC1(C)N=C(c2cccc(F)c2)C(=O)N1,i,i,i,0,6,i,i,i,i,i,i
CNC(=O)N1c2ccccc2CCc2ccccc21,i,i,i,0,-4,i,i,i,i,i,i
Cc1cc(NC(=O)c2cnn3c(C(F)(F)F)cc(-c4ccccc4)nc23)no1,i,i,i,8,7,i,i,i,i,i,-10*
S=c1[nH]nc(C2CCCCC2)n1/N=C/c1ccco1,i,i,i,4,2,i,i,i,i,i,i
Cc1nn(Cc2ccccc2Cl)c(C)c1C(=O)Nc1nnc(C2CC2)s1,i,i,i,6,7,i,i,i,i,i,i
CC(=O)c1cc(C#N)c(NCc2ccccc2)nc1C,i,i,i,-6,-3,i,i,i,i,i,i
Cc1ccc(CN2CCN(Cc3cnn(-c4ccc(Cl)cc4)c3)CC2CCO)o1 (stereo not drawn),i,i,i,-7,-5,i,i,i,i,i,i
O=C(NCc1ccco1)c1ccc(CS(=O)Cc2ccc(Cl)cc2)o1 (stereo not drawn),i,i,i,2,7,i,i,i,i,i,i
CC1=C(C(=O)OC(C)C)C(c2ccncc2)n2ncnc2N1 (stereo not drawn),i,i,i,-8,-1,i,i,i,i,i,i
O=c1c([N+](=O)[O-])cccn1Cc1cccc(Br)c1,i,i,i,8,1,i,i,i,i,i,i
Cc1ccc(OCCSc2nc3ccccc3n2CCC(=O)O)cc1,i,i,i,-14,3,i,i,i,i,i,i
Cc1ncc([N+](=O)[O-])n1S(=O)(=O)c1cc(Cl)ccc1Cl,i,i,i,-3,4,i,i,i,i,i,i
CC(C)(C)c1ccc(OCCOc2ccc(C(C)(C)C)cc2NC=O)c(NC=O)c1,i,i,i,30,0,i,i,i,i,i,i

# Looked up by compound from the entries so far (three):
SMILES,TMEM16A act,MrgX1 ag,MrgX1 allo act,SKKanGAS inh,HDAC3 inhib,MrgX1 antag,TRPC6 inhibitor,ANO1 block,RGS4 inh,TRPC6 activator,RGS4 act
CC(C)(C)c1ccc(OCCOc2ccc(C(C)(C)C)cc2NC=O)c(NC=O)c1,i,i,i,30,0,i,i,i,i,i,i
O=c1c([N+](=O)[O-])cccn1Cc1cccc(Br)c1,i,i,i,8,1,i,i,i,i,i,i
CNC(=O)N1c2ccccc2CCc2ccccc21,i,i,i,0,-4,i,i,i,i,i,i

# Continuation:
SMILES,TMEM16A act,MrgX1 ag,MrgX1 allo act,SKKanGAS inh,HDAC3 inhib,MrgX1 antag,TRPC6 inhibitor,ANO1 block,RGS4 inh,TRPC6 activator,RGS4 act
COc1ccc(C(=O)NC(=S)N2CCCC2)cc1,i,i,i,-4,-4,i,i,i,i,i,i
O=c1cc(N2CCc3ccccc32)[nH]c(=O)n1-c1ccc(Cl)cc1,i,i,i,x,4,i,i,i,i,i,i
Cc1cc(C)c2c3c(oc2n1)C(=O)N(c1cccc(Cl)c1)CC(=O)N3,i,i,i,8,u,i,i,i,i,i,i
O=C(O)C1C2C=CC(O2)C1C(=O)NCc1ccc(Cl)cc1 (stereo not drawn),i,i,i,3,2,i,i,i,i,i,i
Cc1c(C(=O)Nc2nc3ccccc3[nH]2)oc2ccccc12,i,i,i,21,5,i,i,i,i,i,i
CCCCOc1ccc(C(=O)NCC(=O)NCCOc2ccccc2)cc1,i,i,i,-6,0,i,i,i,i,i,i
CCCCNC(=O)CCC(=O)N1CCN(C(c2ccccc2)c2ccccc2)CC1,i,i,i,-1,2,i,i,i,i,i,i
COc1ccc(-n2c(-c3ccc(Br)cc3)c[n+]3c2CCc2ccccc2-3)cc1,i,i,i,-8,-1,i,-5.3*,i,i,i,i

# Bioassay records as filed in PubChem.
